TNFa cytotox = cytotoxicity in TNFa-stimulated HUVEC, primary screen, cytotoxicity control for VCAM1 expression modulator project, imaging, Hoechst nuclei count; AID 848, 2007; actives 0.17% (n = 93,000); cell count reduction, % at 2 µM; HUVEC TNFalpha-stimulated, Hoechst cell count;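 active means cell count reduction exceeding the screen mean by over 5 SD, scaled to untreated wells per plate, cut at about 78% in these data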;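 further: cells counted after 24 h of TNF alpha exposure following the 1 h pretreatment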
cytoskel mod = modifiers of F-actin cytoskeleton organization, primary screen, imaging, HUVEC, phalloidin staining, high-content imaging; actives 0.18% (n = 91,000); HUVEC TNFa F-actin phalloidin imaging; inhibition, % at 2 µM;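 active means inhibition above the batch mean plus 3 SD and confirmed as a hit by visual image inspection, cut at about 30% in these data, passing the limit was not always enough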; further: strong numbers were not always called active
HUVEC tox IL1B = cytotoxicity in IL-1B stimulated HUVEC, primary screen, cytotoxicity control for IL-1B NFkB translocation project, imaging, Hoechst nuclear count, IL-1B stimulus; HUVEC cell count loss; cell count reduction, % at 2 µM; actives 0.41% (n = 94,000);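 active means cell count reduction more than 3 SD above the screen-wide mean, cut at about 70% in these data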;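 further: normalized per plate to untreated control cells as the no-loss baseline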
PTPN22 inh 2 = PTPN22 phosphatase inhibitors, primary screen, biochemical, DiFMUP fluorescence, 2 µM | Tyrosine-protein phosphatase non-receptor type 22 (Homo sapiens), Q9Y2R2 | actives 0.21% (n = 96,000) | recombinant LYP catalytic domain | inhibition, % at 2 µM;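 active means inhibition at 2 µM at or above a set limit, the screen mean plus 3 SD, cut at about 24% in these data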;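 further: 0% = DMSO with enzyme and 100% = enzyme fully blocked by orthovanadate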
Smad3 inh = Smad3/FoxH1 peptide binding inhibitors, primary screen, biochemical, TR-FRET; TR-FRET Smad3/Dy647-FoxH1 peptide binding, europium anti-His; inhibition, % at 25 µM; actives 0.29% (n = 88,000); AID 630, 2007;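 active means compounds that reduce the energy-transfer binding signal between the protein and its labelled peptide by more than half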;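 further: 0% = Smad3 plus labelled peptide maximal FRET and 100% = peptide-only background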
Target sequence (P84022 whole entry, looked up): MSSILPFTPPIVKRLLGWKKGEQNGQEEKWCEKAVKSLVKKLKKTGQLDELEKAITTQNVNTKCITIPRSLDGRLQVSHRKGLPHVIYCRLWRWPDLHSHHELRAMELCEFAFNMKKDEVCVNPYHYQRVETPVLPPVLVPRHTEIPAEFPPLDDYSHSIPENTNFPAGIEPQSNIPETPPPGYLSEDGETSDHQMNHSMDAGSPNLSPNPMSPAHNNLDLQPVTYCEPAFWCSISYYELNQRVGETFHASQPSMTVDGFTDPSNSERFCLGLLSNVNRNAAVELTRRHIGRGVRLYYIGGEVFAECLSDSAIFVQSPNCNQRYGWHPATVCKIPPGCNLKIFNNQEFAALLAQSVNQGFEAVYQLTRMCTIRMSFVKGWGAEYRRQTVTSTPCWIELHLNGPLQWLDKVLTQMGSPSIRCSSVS
Calb biofilm kill = clotrimazole potentiators killing Candida biofilms, primary screen, with clotrimazole, Alamar Blue. C. albicans biofilm + clotrimazole. inhibition, % at 6 µM. actives 0.14% (n = 85,000);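 active means inhibition above 20%; inactive means inhibition below 20%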;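 further: preformed 24 hr biofilms exposed to compound for 48 hr; 0% = biofilm without compound and 100% = blank killed by clotrimazole plus chlorhexidine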
hDAT+cocaine = changed hDAT dopamine uptake under cocaine IC80, either direction, primary screen, cocaine antagonist project, cell-based, LLC-PK1 hDAT, [14C]-dopamine uptake, MLSMR | LLC-PK1 hDAT cells, [14C]-dopamine uptake with cocaine IC80; actives deviate in either direction | B-score at 10 µM | actives 1.3% (n = 110,000);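 active means Z score or B-score, a plate-position-corrected score, falls beyond the plate's 99.7% confidence bounds, in either direction; inactive means both scores lie inside the 99.7% bounds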;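 further: scored against the spread of the other compound wells on the same plate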
Target sequence (Q01959 whole entry, looked up): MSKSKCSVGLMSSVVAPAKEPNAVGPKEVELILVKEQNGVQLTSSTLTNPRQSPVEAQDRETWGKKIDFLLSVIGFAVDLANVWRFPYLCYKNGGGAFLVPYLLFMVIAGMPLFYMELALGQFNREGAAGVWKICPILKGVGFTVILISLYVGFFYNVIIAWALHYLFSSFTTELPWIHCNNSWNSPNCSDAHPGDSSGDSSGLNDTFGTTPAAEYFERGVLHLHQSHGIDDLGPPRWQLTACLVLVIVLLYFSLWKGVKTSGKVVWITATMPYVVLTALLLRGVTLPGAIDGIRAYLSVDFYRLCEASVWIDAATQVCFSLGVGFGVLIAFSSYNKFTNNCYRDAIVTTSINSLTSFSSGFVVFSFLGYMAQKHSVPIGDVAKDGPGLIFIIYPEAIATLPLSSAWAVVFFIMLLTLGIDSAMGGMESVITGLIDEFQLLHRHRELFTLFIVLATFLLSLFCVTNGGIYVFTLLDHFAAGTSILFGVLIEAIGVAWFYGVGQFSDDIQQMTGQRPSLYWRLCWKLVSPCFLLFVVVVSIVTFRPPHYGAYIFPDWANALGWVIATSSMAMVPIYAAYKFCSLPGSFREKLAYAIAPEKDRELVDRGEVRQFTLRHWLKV
VCAM1 TNFa inh = inhibitors of TNFa-induced VCAM1 expression, primary screen, imaging, HUVEC, TNFa stimulus, immunofluorescence. HUVEC TNFa-induced VCAM-1 immunofluorescence, high-content imaging. inhibition, % at 2 µM. actives 0.48% (n = 95,000);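 active means inhibition above the batch mean plus 3 SD, with images confirmed as a hit by eye, cut at about 37% in these data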;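 further: 0% = TNF-stimulated DMSO wells and 100% = unstimulated control wells; not every result past the cut was called active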
MT1-MMP txn act = MT1-MMP promoter reporter activation – cell-based, luciferase luminescence, primary screen; HT1080 MT1-MMP promoter luciferase reporter, overnight; stronger effect = higher value; activation factor at 10 µM; actives 0.16% (n = 86,000);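 active means activation factor of at least 2 for MT1-MMP transcription at 10 µM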
* marks the source's active call; other numbers are inactive results; / = no result given; [ ] = dose if it differs, or a comment. The list is partial; rates above refer to the full screens.

SMILES	TNFa cytotox	cytoskel mod	HUVEC tox IL1B	PTPN22 inh 2	Smad3 inh	Calb biofilm kill	hDAT+cocaine	VCAM1 TNFa inh	MT1-MMP txn act
CC(C)c1ccc(C2NC(C(=O)O)CS2)cc1 (stereo unspecified)	-4	/	5	1	4	-2	-1.4	1	1.2
COc1cccc(OCCNc2cc(N3CCCCC3)ccc2[N+](=O)[O-])c1	-17	12	19	7	/	/	-1.2	8	/
Cc1cc(C)n(C2CCCCC2OC(=O)c2ccccc2F)n1 (stereo unspecified)	-4	-6	-1	4	6	3	0.31	-4	1.5
COc1ccc(-n2c(NC(=O)c3ccc(Br)o3)c(C#N)c3nc4ccccc4nc32)cc1	-4	12	14	13	/	/	/	-7	/
COc1ccc(CN=CC2=C(O)CNC2=O)cc1	-13	1	5	-7	-6	3	0.28	10	1.1
COc1ccc(N(CC(=O)NCc2ccco2)S(C)(=O)=O)cc1Cl	-10	13	-40	-2	6	6	-1.3	10	1.1
CCCC(C)c1nnc(NC(=O)C2CCCO2)s1 (stereo unspecified)	-21	-10	-44	-4	-3	5	-0.88	23	1.3
CC/C(=N\NC(=O)CSCc1ccc(Cl)cc1)c1ccc2c(c1)OCCO2	-5	-10	-41	1	/	/	-1.1	10	/
CC1=C(C(=O)Nc2ccccc2)C(c2ccncc2)C(C#N)=C(SCC(=O)Nc2ccccc2)N1 (stereo unspecified)	1	-5	3	-7	10	7	0.05	-14	1.1
CNC(=O)C1CC(=O)N(Cc2ccc3c(c2)OCO3)C(=Nc2ccc(F)cc2)S1 (stereo unspecified)	4	-7	-11	-11	-10	2	0.23	8	1
O=C(Nc1ccc([N+](=O)[O-])cc1)C1C(c2ccccc2)=C1c1ccccc1	/	-20	29	7	/	/	-0.00019	-1	/
Cc1ccc(-c2nn(-c3ccccc3)cc2/C=N/NS(=O)(=O)c2ccccc2)cc1	-6	-12	-29	3	/	/	1.2	1	/
Cc1ccc(C(=O)Nc2nnc(-c3ccc(C(C)(C)C)cc3)s2)cc1	-17	15	-1	-6	/	/	-1	-4	/
CCOc1cc(N2CCOCC2)c(OCC)cc1NC(=O)C1CCCC1	-11	11	-1	3	/	/	0.35	-34	/
O=C(/C=C/c1ccc(-c2ccccc2[N+](=O)[O-])o1)c1ccc(Br)cc1	-8	-4	-34	3	/	/	0.61	3	/
Cc1cc(C)c(C#N)c(SCC(=O)OC2CCCCC2)n1	/	/	/	/	4	11	-0.15	/	0.9
COc1ccc(CC(=O)N2CCN(c3ccccn3)CC2)cc1	-22	-3	4	-16	6	3	-0.0088	15	1.2
Cn1c(-c2ccc(Br)o2)nc2cc(Br)ccc21	22	10	-55	8	12	5	0.56	-11	1.7
COc1ccc(NC(=O)C2CCCO2)cc1 (stereo unspecified)	1	-8	-27	-13	7	7	0.089	21	1.1
Cn1c(SCC(=O)NCc2cccs2)nnc1-c1cccs1	0	6	-5	-8	7	/	-0.32	28	1.1
O=C1CC(c2nc3ccccc3[nH]2)CN1Cc1ccccc1 (stereo unspecified)	-5	15	-24	4	/	/	-0.053	4	1.1
CCOC(=O)C1CCCN(c2c(NCCCN3CCCC(C)C3)c(=O)c2=O)C1 (stereo unspecified)	-34	11	6	-5	1	5	0.13	22	1.2
O=C1CC(N2CCN(c3ccc(S(=O)(=O)N4CCOCC4)cc3)CC2)C(=O)N1Cc1ccccc1 (stereo unspecified)	-9	-5	-15	-4	-3	3	1.1	26	1
C/C(=N\NC(=O)c1ccccc1)c1ccc2c(c1)OCO2	-30	13	-12	-6	/	/	0.0076	-15	/
Cc1ccc(-c2nc(NC(=O)c3nn(C)cc3[N+](=O)[O-])sc2C)cc1C	36	0	66	14	/	/	/	89*	/
COc1ccccc1C/C(N)=N/OC(=O)COc1cccc2ccccc12	6	-59	-4	5	/	/	0.4	15	/
Cc1ccc2c(c1)sc1ncc(NC(=O)c3ccccc3)c(=O)n12	-21	-9	-3	8	-51[fluorescence artefact?]	5	/	3	1.4
COc1ccc(Cl)cc1NC(=O)CN(C)C(C)C(=O)NCC1CCCCC1 (stereo unspecified)	-18	30	6	9	11[fluorescence artefact?]	5	1.5	-6	1.1
O=C(CCn1[nH]c(=O)c2ccccc2c1=O)N1CCOCC1	14	-1	-9	-8	-9	1	-1	-10	1
COC(=O)c1ccc(N=c2sc(C(=O)OC)cc(=O)n2C)cc1	/	/	/	/	-6	6	-0.55	/	1.1

Random excerpt: 3 records from the list, in no set order.
SMILES	TNFa cytotox	cytoskel mod	HUVEC tox IL1B	PTPN22 inh 2	Smad3 inh	Calb biofilm kill	hDAT+cocaine	VCAM1 TNFa inh	MT1-MMP txn act
COc1ccccc1C/C(N)=N/OC(=O)COc1cccc2ccccc12	6	-59	-4	5	/	/	0.4	15	/
COC(=O)c1ccc(N=c2sc(C(=O)OC)cc(=O)n2C)cc1	/	/	/	/	-6	6	-0.55	/	1.1
Cn1c(-c2ccc(Br)o2)nc2cc(Br)ccc21	22	10	-55	8	12	5	0.56	-11	1.7

Following part.
SMILES	TNFa cytotox	cytoskel mod	HUVEC tox IL1B	PTPN22 inh 2	Smad3 inh	Calb biofilm kill	hDAT+cocaine	VCAM1 TNFa inh	MT1-MMP txn act
O=C(Cc1ccccc1)NCc1ccc2c(c1)OCO2	-16	-1	-106	6	14	5	-0.66	5	1.6
Cc1nn(Cc2c(F)c(F)c(F)c(F)c2F)c(C)c1NC(=O)c1c(-c2ccccc2)nn(-c2ccccc2)c1C	-44	-8	-16	-2	/	/	-0.5	12	/
O=C(C(Cc1ccccc1)N1C(=O)C2C3C=CC(C3)C2C1=O)N1CCCCC1 (stereo unspecified)	-18	1	21	8	/	/	0.75	-1	1.1
CN1c2cccc3cccc(c23)N(C)C1c1cccs1	-32	21	-4	-11	/	/	0.54	14	/
COc1cc(-c2[nH]nc3c2C(c2ccoc2)C(C#N)=C(N)O3)cc(OC)c1OC (stereo unspecified)	-5	19	31	1	0	8	0.26	-5	1.2
COc1cc2c(cc1OC)C1=NC(=O)CN1C(SCc1ccc(C)cc1)=N2	4	-32	-16	5	/	/	1.2	0	/
COC(=O)c1ccc2c(=O)n(Cc3ccco3)c(SCC(=O)Nc3ccc(C)c(Cl)c3)nc2c1	-1	0	8	-2	-12	4	0.072	21	1.1
CC1(C)OC(=O)N(c2ccccc2)C12C=Cc1c(ccc3ccccc13)O2 (stereo unspecified)	-8	2	-6	2	2	8	-1.4	-2	1.2
CCC(C)(C)NC(=O)C(c1cccn1C)N(C(=O)Cn1nnc2ccccc21)c1ccc(F)cc1 (stereo unspecified)	4	51	-32	-10	2	10	1.4	-7	1.1
COc1ccc(CCn2c(N3CCN(Cc4ccccc4)CC3)nc3c2c(=O)[nH]c(=O)n3C)cc1	/	22	-18	4	12[fluorescence artefact?]	11	0.61	/	1.3
Cc1ccc(NC(=O)CCSc2nc(C)cc(C)n2)cc1	-23	10	13	6	/	/	0.27	-12	/
COCc1cc(=O)n2[nH]c(SC)nc2n1	/	/	/	/	0	-5	-0.49	/	1.1
ClC(Br)=C(n1cnc2ccccc21)n1cnc2ccccc21	-23	7	3	10	10	4	/	17	1.1
COc1ccc(CCNS(=O)(=O)c2ccc(N3CCCC3=O)cc2)cc1	-31	10	-33	6	1	8	0.54	-27	1.2
CCCCNS(=O)(=O)c1ccc(OC)c(C)c1	-24	-9	-12	2	2	-5	0.89	6	1
CN(C)/C(CN1CCOCC1)=C1\N=C(c2ccccc2)OC1=O	-14	-11	-18	-4	/	/	-0.34	4	/
COc1ccc(OC)c(C2C3=C(CCCC3=O)NC3=C2C(=O)CCC3)c1	6	-2	-9	-6	11	-5	0.88	-7	/
CCOC(=O)N1CCC(NC(=O)c2cc(S(=O)(=O)N(CC)CC)ccc2F)CC1	-3	/	-7	-7	-3	6	0.075	-10	1.2
COc1ccc(C)cc1Nc1cc(C)nc2nc(C)nn12	/	/	/	/	-8	-3	-1.1	/	1.1
CCOC(=O)N1CCN(c2c(NCCCN(CC)CC)c(=O)c2=O)CC1	-11	-6	-1	0	2	4	0.0047	13	1.2
O=C(COC(=O)c1cccs1)c1ccccc1	-6	-14	-3	6	0	-2	-1.1	5	1.5
Cc1ccc(NC(=S)/C(=C(\[O-])c2ccc(C)c([N+](=O)[O-])c2)[n+]2ccccc2)cc1C	-27	2	-19	-6	-13	2	1.4	-3	1.2
O=[N+]([O-])c1ccccc1/C=C/C=N/n1c(-c2ccc(Cl)cc2)n[nH]c1=S	-16	4	14	13	/	/	0.81	20	/
COC(=O)CC1=C(C(=O)OC)C(c2cccs2)C(C#N)=C(N)O1 (stereo unspecified)	3	21	13	8	-2	5	-0.18	-16	1.1
Cc1ccc(NC(=O)COc2ccccc2)c(NC(=O)c2ccccc2C)c1	-24	9	1	-2	/	/	-0.08	10	/
COc1ccc(CNC(=O)CSc2nnnn2-c2ccc(O)cc2)cc1	-1	-13	10	-1	-6	5	1.4	-4	1
Cc1nc(N2CCC(C(N)=O)CC2)c2nnn(Cc3ccccc3)c2n1	/	/	/	/	12	2	-0.12	/	1.1
CCC(=O)N1CCN(c2ccc(NC(=O)c3c(F)c(F)c(OC)c(F)c3F)cc2)CC1	18	-19	-4	3	-2	-2	-0.16	27	1.2
Cc1ccccc1Nc1cc(=O)oc2ccccc12	1	-4	-5	-9	/	/	0.049	14	/
CCn1cc(C(C)(C)C)c(C#N)c1NC(C)=O	-19	/	-66	-3	-3	4	-0.46	4	1.2
O=C(OCC#CCSc1nnc(-c2cccc3ccccc23)o1)c1ccco1	-1	-29	-18	15	-3	6	0.65	-3	1.1
COc1ccc(C(C(=O)Nc2ccc(C(C)C)cc2)N(C)C(=O)CNC(C)=O)cc1 (stereo unspecified)	3	/	-18	-6	4	0	0.96	17	1
COc1cccc(/C=N/n2c(-c3cccs3)n[nH]c2=S)c1	2	/	-9	-8	/	/	-0.37	16	/
O=C(NCCN1CCOCC1)c1cn(CCc2ccccc2)nn1	/	-15	6	-9	7[fluorescence artefact?]	-2	0.38	/	1.2
Cc1ccc(Cn2nnc3c(=O)[nH]c(C(=O)NCc4ccco4)nc32)cc1	/	/	/	/	-4	3	2.3	/	1.1
CC(C)NC(=O)NC(=O)COC(=O)c1ccccc1Oc1ccccc1	-3	-9	13	6	/	/	-1.2	9	/
CCCC(=O)Nc1ccc(NC(=O)Cc2ccccc2)cn1	-12	-23	5	-5	15	5	0.68	1	1.2
Cc1cccc(N(CC(=O)N2CCCC2)S(=O)(=O)c2ccccc2)c1C	-14	-10	-18	6	-6	4	-0.54	23	1.1
COc1cc(/C=C2\S/C(=N/S(=O)(=O)c3ccccc3)NC2=O)c([N+](=O)[O-])cc1OC	2	14	23	3	-4	6	0.13	11	1
CCN(CCCNC(=O)c1[nH]c(C)c(C(C)=O)c1C)c1cccc(C)c1	-4	6	-34	-4	7	7	0.13	-1	1
CCN1CCCC1CNc1ncnc2c1[nH]c1ccc(Cl)cc12 (stereo unspecified)	32	8	10	-4	2	-3	-1.9	-17	1.1
CCOc1ccc(C(=O)Nc2nncs2)cc1OCC	/	/	/	3	-2	9	-0.44	/	1.1
CCOC(=O)C(CCCCCOc1ccc([N+](=O)[O-])cc1)C(=O)OCC	-1	0	-14	0	/	/	-0.041	13	/

Bioassay records deposited in PubChem BioAssay by several laboratories.
